GLD-1 TGE inh = GLD-1/TGE RNA complex disruptors, primary screen, biochemical, fluorescence polarization; Female germline-specific tumor suppressor gld-1 (Caenorhabditis elegans), Q17339; purified GLD-1 + fluorescein TGE RNA; inhibition, % at 5.96 µM; 320,000 compounds, 0.44% hits; AID 2280, 2010;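 active = percent inhibition above a per-plate cutoff, the plate mean of test compounds plus 3 SD, cut at about 30% in these data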;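 note: 0% = DMSO wells with GLD-1 and probe and 100% = wells lacking GLD-1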
Target sequence (Q17339 whole entry, looked up): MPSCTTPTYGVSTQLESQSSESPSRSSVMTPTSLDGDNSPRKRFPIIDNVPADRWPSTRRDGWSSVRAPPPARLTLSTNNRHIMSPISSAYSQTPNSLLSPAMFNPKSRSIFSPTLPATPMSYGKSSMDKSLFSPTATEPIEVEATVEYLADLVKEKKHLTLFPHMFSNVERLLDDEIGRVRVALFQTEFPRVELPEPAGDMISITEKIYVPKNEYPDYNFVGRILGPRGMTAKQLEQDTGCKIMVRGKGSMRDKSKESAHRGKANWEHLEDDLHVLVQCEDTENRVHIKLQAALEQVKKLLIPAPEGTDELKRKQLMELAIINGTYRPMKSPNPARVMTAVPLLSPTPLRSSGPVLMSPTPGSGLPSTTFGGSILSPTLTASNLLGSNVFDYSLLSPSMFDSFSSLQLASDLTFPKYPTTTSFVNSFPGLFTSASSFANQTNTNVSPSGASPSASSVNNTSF
Bcl-xL primary = inhibitors of human Bcl-xL, primary screen, biochemical, fluorescence polarization, HTS; GST-Bcl-xL / FITC-Bim BH3 peptide fluorescence polarization; inhibition, % at 10.9 µM; 320,000 compounds, 0.7% hits; AID 2129, 2009;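 active = inhibition above the mean of all tested compounds plus 3 SD, cutoff set per campaign, cut at about 30% in these data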;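 note: 0% = DMSO wells and 100% = unlabeled Bim-BH3 peptide competitor; inhibitors lower millipolarization by displacing the labeled peptide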
Target sequence (Q07817 whole entry, looked up): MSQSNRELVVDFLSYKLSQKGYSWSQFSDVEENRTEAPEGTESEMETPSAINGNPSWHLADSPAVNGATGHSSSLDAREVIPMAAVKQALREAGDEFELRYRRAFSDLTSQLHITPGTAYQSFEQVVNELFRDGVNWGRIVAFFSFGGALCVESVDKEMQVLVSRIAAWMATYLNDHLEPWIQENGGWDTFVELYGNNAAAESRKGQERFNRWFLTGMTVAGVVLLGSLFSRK
EBNA-1 inhibitor = EBNA-1 DNA-binding inhibitors, primary screen, biochemical, fluorescence polarization; inhibition, % at 14.8 µM; 300,000 compounds, 0.34% hits; AID 1950, 2009; in the data active = inhibition above about 28%
Fam108B inh = mouse Fam108B serine hydrolase inhibitors, primary screen, counter-screen for RBBP9 inhibitor project, biochemical, fluorescence polarization; recombinant Fam108B, FP-Rh probe fluorescence polarization; inhibition, % at 9.51 µM; 300,000 compounds, 0.33% hits;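 active = inhibition above the screen mean inhibition plus 3 SD, computed separately per campaign, cut at about 18% in these data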;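 note: inhibitors lower polarization as less probe binds the enzyme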
ZTA DNA inh = counter-screen for EBNA-1 inhibitors: inhibitors of Epstein-Barr virus ZTA; P03206; inhibition, % at 11 µM; 320,000 compounds, 0.15% hits; ZTA-DNA binding, fluorescence polarization; in the data active = inhibition above about 33%
MCL1-BIM inh = inhibitors of MCL1 binding to BIM-BH3, primary screen, biochemical, fluorescence polarization; Induced myeloid leukemia cell differentiation protein Mcl-1 (Homo sapiens), Q07820; GST-MCL1 / FITC-Bim-BH3 fluorescence polarization; inhibition, % at 10.9 µM; 320,000 compounds, 0.68% hits;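 active = inhibition above the mean inhibition of all tested compounds plus 3 SD, set per campaign, cut at about 40% in these data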;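 note: 0% = DMSO wells and 100% = unlabeled Bim-BH3 peptide control; higher means more loss of mP so more displacement of Bim peptide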
Target sequence (Q07820 whole entry, looked up): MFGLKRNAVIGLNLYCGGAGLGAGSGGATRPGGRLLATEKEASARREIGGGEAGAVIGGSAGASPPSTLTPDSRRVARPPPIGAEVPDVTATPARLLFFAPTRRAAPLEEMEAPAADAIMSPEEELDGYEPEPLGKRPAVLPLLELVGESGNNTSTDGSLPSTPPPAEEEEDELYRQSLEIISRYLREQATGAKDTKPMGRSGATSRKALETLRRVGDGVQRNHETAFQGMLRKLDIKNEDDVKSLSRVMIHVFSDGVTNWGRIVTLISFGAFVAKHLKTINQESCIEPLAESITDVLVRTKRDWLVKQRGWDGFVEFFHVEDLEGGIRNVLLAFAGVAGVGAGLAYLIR
CR mimetic SO = reduction of superoxide in aged yeast, primary screen, HTS | superoxide response (% of plate mean), % at 10 µM | 330,000 compounds, 0.18% hits | S. cerevisiae aged cells, superoxide DHE fluorescence; hits give low values;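 active = superoxide response under a set limit, about three screen SD below normal, cut at about 65% in these data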;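 note: yeast aged for seven days with compound at 30 °C before DHE staining; 100% = average MFI of all compound-treated wells on the plate with controls excluded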
Efflux pump inh = inhibitors of Candida efflux pumps in yeast, primary screen, S. cerevisiae, Nile Red, multiplex. S. cerevisiae Candida pump triplex. inhibition, % at 10 µM. 330,000 compounds, 0.44% hits. AID 485275, 2010;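 active = plate passing quality check with inhibition over a set limit, or well fluorescence over plate mean plus 4 SD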;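 note: Nile Red retained in pooled yeast measured as flow cytometry median fluorescence; 0% = buffer negative control and 100% = Enniatin B positive control; higher means more Nile Red kept so more efflux inhibition; some compounds called inactive have numbers as strong as hits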
MEX-5 binding = MEX-5 zinc finger RNA-binding disruptors – biochemical, C. elegans, fluorescence polarization, MLPCN library, primary screen; Zinc finger protein mex-5 (Caenorhabditis elegans), Q9XUB2; MEX-5/FITC-TCR2 RNA binding; hits give low values; activity score (negative = inhibition of binding), % at 10 µM; 300,000 compounds, 0.38% hits; AID 1832, 2009;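 active = inhibition past about -25% in most replicates, and total fluorescence under double the plate's negative control median, limit read from the data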;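 note: 0% = DMSO and -100% = 5 µM competing unlabeled TCR2 RNA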
Numbers without * were called inactive; x = not tested or not shown.

SMILES	GLD-1 TGE inh	Bcl-xL primary	EBNA-1 inhibitor	Fam108B inh	ZTA DNA inh	MCL1-BIM inh	CR mimetic SO	Efflux pump inh	MEX-5 binding
CCSCCOC(=O)C1=C(C)NC(=O)NC1c1cccc(OC)c1OC (stereo not given)	-2.8	2.5	-3.7	1.2	6.4	2.4	107.4	0.0	1.7
CCCOC1CCCN(Cc2nc(-c3cnccn3)no2)C1 (stereo not given)	4.1	4.4	4.2	0.5	-7.8	-1.9	99.7	-0.1	5.1
CCOc1ccc(OCC)c(NC(=O)C2CCCN(S(=O)(=O)c3c(C)n[nH]c3C)C2)c1 (stereo not given)	3.5	0.4	-7.0	-1.7	5.1	-0.1	91.9	-0.1	-1.1
CCN(Cc1ccccc1)C(=O)C1CCN(CC2CC=CCC2)CC1 (stereo not given)	3.9	1.0	5.6	0.7	5.0	2.7	87.7	-0.1	-4.1
C(=N\n1cnnc1)/c1nc2ccccc2[nH]1	5.1	0.2	10.1	0.2	-2.6	1.7	92.7	-0.1	-3.6
O=C(NCCc1c[nH]c2ccccc12)C(=O)Nc1ccccc1	-2.4	1.4	35.2*	13.1	4.7	-2.2	105.5	-0.1	-1.3
CCNC(=O)n1nccc1C(C)Oc1ccccc1 (stereo not given)	9.5	0.2	2.7	-2.4	4.8	-5.7	97.8	0.0	1.7
COc1ccc(NC(=O)CN2C(=O)COc3ccc(C)cc32)cc1	-3.0	6.9	4.3	0.1	13.5	5.1	107.6	0.0	0.9
COC(=O)[C@H](CCSC)NC(=O)NCCc1ccccc1F	-0.2	-0.6	-0.6	3.2	-4.5	-2.0	103.3	0.1	1.5
Cc1cc(C)nc(N2CCC(C(=O)NCc3cccc(C(F)(F)F)c3)CC2)n1	1.6	6.3	-3.3	4.3	2.6	-0.2	98.0	-0.1	-1.3
COc1ccc(C2NC(=O)NC(C)=C2[N+](=O)[O-])cc1OC (stereo not given)	-4.4	-2.7	-21.6	-3.6	-1.5	-5.0	100.5	0.2	0.6
CCOC(=O)NC(=O)COC(=O)CNC(=O)c1ccc(OCC)c(OCC)c1	5.1	8.7	-5.7	-3.2	3.2	4.1	101.9	0.0	0.9
O=C1CC(C(=O)Nc2ccc(F)c(Cl)c2)N=C(N2CCCCC2)N1 (stereo not given)	6.1	0.2	6.8	1.4	-11.4	1.3	87.6	0.1	0.4
COc1ccc(OC)c(C2C3=C(CCCC3=O)Nc3c2c(=O)n(C)c(=O)n3C)c1 (stereo not given)	-2.6	2.9	6.5	-1.8	1.7	0.0	92.8	-0.5	0.7
O=C(Cc1ccc(Cl)cc1)NCCS(=O)(=O)N1CCN(c2ccccc2F)CC1	-2.7	7.1	-17.0	5.4	0.6	6.4	106.2	0.0	1.1
COc1ccccc1NC(=O)CSc1nn2c(=O)c(C)nnc2s1	0.6	3.3	12.7	0.7	-4.1	7.6	94.7	-0.1	-0.9
FC(F)(F)c1ccc(-c2noc(CN3CCCN(C4CCCCC4)CC3)n2)cc1	-8.2	2.3	-19.3	-4.6	9.4	-5.7	106.8	0.3	3.4
CCOC(=O)/C(C#N)=C/Nc1ccsc1C(=O)OC	3.6	2.6	8.0	-0.3	13.6	2.1	103.3	-0.1	-1.5
O=C(NC1CCCC1)C(c1cccs1)N(C(=O)c1ccco1)c1ccc2c(c1)OCCO2 (stereo not given)	1.1	-1.9	0.0	-3.8	5.4	5.2	109.1	0.2	-0.4
COc1cc(OC)c2c(=O)c(OC)c(-c3ccc(OC)c(OC)c3)oc2c1	0.2	0.8	-4.4	-3.7	2.0	-6.0	103.7	0.7	0.4
Cc1ccc(-c2csc(N(CC3CCCO3)C(=O)c3ccco3)n2)cc1 (stereo not given)	1.9	0.0	7.8	-7.0	3.5	2.2	104.9	0.1	-0.2
COc1ccc(C2=NOC(CNC(N)=S)C2)cc1 (stereo not given)	3.4	-3.1	3.8	-0.1	-3.2	-2.9	82.2	0.0	-1.0
COc1ccc(C2CC(=O)c3cnc(NC(=O)c4ccccc4)nc3C2)cc1OC (stereo not given)	-5.9	-1.9	-5.2	1.2	5.6	-4.8	103.0	0.1	-2.6
Cc1c(NC(=O)C2CCN(S(=O)(=O)c3ccccc3)CC2)c(=O)n(-c2ccccc2)n1C	7.2	2.8	-4.8	6.3	-7.1	7.0	111.7	-0.2	2.4
CN(C)c1ccc(CNC(=O)CN(C)S(=O)(=O)c2cccc3cccnc23)cc1	4.7	4.4	-5.8	-1.8	-15.4	7.2	101.7	0.1	-1.9
COC(=O)C1=CN(c2ccc(OC)cc2)C=C(C(=O)OC)C1c1cccc(F)c1	3.4	-1.7	-2.0	-1.6	-11.7	-1.7	99.3	0.1	1.3
O=C(NCC(c1cccnc1)N1CCOCC1)Nc1ccccc1 (stereo not given)	2.9	0.8	-8.0	1.3	-17.7	-11.3	102.5	-0.3	1.7
CC1CN(Cc2nc3c(c(=O)[nH]c(=O)n3C)n2CCN2CCOCC2)CC(C)O1 (stereo not given)	4.8	-6.3	-11.0	0.6	3.3	-6.2	88.7	0.0	-1.3
CCc1nnc(NC(=O)C2CCN(c3ncnc4sc(C)c(C)c34)CC2)s1	-1.1	-4.3	x	x	-0.3	-4.1	88.2	-0.1	x
COc1cccc(N2CC(C(=O)Nc3nnc(SCc4ccccn4)s3)CC2=O)c1 (stereo not given)	4.2	6.1	-4.1	0.9	-3.6	2.3	102.9	1.0	-7.8
COc1ccc(Cc2nnc(NS(=O)(=O)c3ccccc3)s2)cc1	0.9	0.2	7.0	-2.2	-2.8	-7.9	86.1	-0.1	-0.7
O=C(NC(Cc1cccc(F)c1)C(=O)O)C1CCCCC1 (stereo not given)	0.8	-0.1	x	x	-2.7	-0.6	94.1	-0.1	x
COc1ccccc1NC(=O)Nc1nc(CC(=O)N2CCN(c3ccc(F)cc3)CC2)cs1	9.7	0.7	5.3	-2.0	7.5	0.5	103.0	0.0	0.6
COCCCNC(=O)C(=O)NCCCOC(C)C	-4.3	-2.1	-2.4	5.3	-5.3	5.1	86.0	-0.1	0.7
CCOC(=O)N1CCN(C(=O)C2CCN(S(=O)(=O)c3c(C)cc(C)cc3C)CC2)CC1	7.6	-0.1	5.3	-0.2	-0.4	-3.0	91.6	0.0	0.5
CC(=O)N(c1ccc(C(F)(F)F)cc1)S(=O)(=O)c1ccc(N2C(=O)CCC2=O)cc1	7.1	-1.2	-6.4	2.9	-6.2	3.8	93.9	0.1	1.8
Cc1ccc(C(=O)NCCOc2cccc(C)c2)cc1	5.3	3.8	1.8	3.7	-8.7	3.5	94.0	-0.2	-3.2
COc1ccc(C(CNC(=O)Cc2cc(OC)c(OC)c(OC)c2)N2CCCC2)cc1 (stereo not given)	-2.7	-1.1	-2.2	-2.6	-7.0	-2.5	96.0	-0.3	2.2
Cn1c(=O)c(C(=O)CSc2ccccc2)c(N)n(Cc2ccccc2)c1=O	6.1	0.3	-7.7	0.4	-4.2	0.8	89.0	0.3	-1.5
CN(C)C=Nc1ccc2nc3c(cc2c1)[nH]c1ccccc13	17.3	11.4	6.6	10.9	-17.2	23.0	115.1	0.1	2.6
CCOC(=O)Nc1c(C)n(C)n(-c2ccccc2)c1=O	1.8	0.1	-1.3	1.6	5.7	3.1	122.7	0.4	0.4
Cc1nnc(SCc2ccc(C(=O)c3ccc(Cl)cc3)o2)n1-c1ccccc1	4.2	3.3	-2.6	1.9	-5.2	4.6	101.5	0.1	-1.8
Cc1cc2cc(C(c3nnnn3Cc3ccco3)N3CCCCC3)c(=O)[nH]c2cc1C (stereo not given)	7.5	11.6	-7.3	-4.3	1.7	9.8	89.1	0.0	-5.2
Cc1ccc(-n2ncc(C#N)c2/N=C/N(C)C)cc1	-7.3	-5.2	1.3	3.5	-7.8	-9.2	95.4	0.0	-1.8
CCOC(=O)C1C(C)N=C2SCC(=O)N2C1c1cccc(Br)c1 (stereo not given)	-2.0	-5.8	-5.8	-13.5	1.7	-8.7	89.8	-0.1	0.8
O=C(NN1C(=O)c2ccccc2C1=O)c1ccccc1[N+](=O)[O-]	1.7	4.6	-4.8	0.7	-4.0	-1.0	111.4	-0.1	0.6
COc1ccccc1C(=O)NC(=O)COC(=O)c1cnc(C)cn1	-2.0	-1.1	-5.8	-4.4	-13.6	-1.4	107.7	0.3	1.8
CCCCN1C=C(C(=O)OC)C(c2ccccc2Cl)C(C(=O)OC)=C1	3.4	7.2	5.6	0.0	-7.0	5.2	102.6	-0.2	-2.8
COc1ccc(N2CCN(C(c3cccs3)C(C)NC(=O)C(=O)N3CCCCC3)CC2)cc1 (stereo not given)	1.2	2.1	-1.9	0.6	7.8	2.6	89.6	0.0	-1.7
COc1ccc(N2CCN(C(CNC(=O)c3ccco3)c3ccco3)CC2)cc1 (stereo not given)	-0.7	9.8	8.1	-3.9	-6.0	5.3	99.5	0.1	0.3
Cc1nc(CC(C)C)cc(C(=O)N2CCCC(CNS(=O)(=O)c3cccs3)C2)n1 (stereo not given)	-3.4	2.6	-5.3	-2.5	1.3	1.6	108.2	-0.1	-2.0
Cc1ccc(NC(=O)N2CCc3ccccc3C2)c(C)c1	7.3	-4.6	-1.8	-5.2	-13.1	-4.6	111.0	0.1	-1.4
CCCCN(C)C(=O)Cn1nc(-c2ccc(Cl)cc2)ccc1=O	-7.5	2.3	-5.2	0.1	-20.5	-6.0	109.2	0.1	-1.3
COc1cc(C2C(C(C)=O)=C(O)C(=O)N2CCN2CCOCC2)ccc1O (stereo not given)	-4.7	0.5	1.8	-1.2	10.3	-1.4	116.4	0.0	1.0
CC(=O)COc1ccccc1OC(=O)c1ccco1	1.0	7.8	10.7	3.0	-5.0	7.5	93.2	0.0	0.2
COc1ccccc1C(=O)NCc1ccncc1	8.2	-2.9	5.1	1.0	6.8	-3.9	88.6	-0.2	1.0
Cc1ccc2cccc(OCc3ccc(F)cc3)c2n1	9.7	4.4	5.8	3.9	1.7	-3.8	99.9	0.0	2.2
CCOCc1nnc(NC(=O)C2CCN(C(=O)C3CC(=O)N(c4ccc(C)cc4)C3)CC2)s1 (stereo not given)	2.2	-3.0	-2.7	2.6	14.1	1.7	98.6	0.1	-0.5

Three structures out of the list, arranged by count of non-hydrogen atoms, highest first.
SMILES	GLD-1 TGE inh	Bcl-xL primary	EBNA-1 inhibitor	Fam108B inh	ZTA DNA inh	MCL1-BIM inh	CR mimetic SO	Efflux pump inh	MEX-5 binding
Cc1nc(CC(C)C)cc(C(=O)N2CCCC(CNS(=O)(=O)c3cccs3)C2)n1 (stereo not given)	-3.4	2.6	-5.3	-2.5	1.3	1.6	108.2	-0.1	-2.0
COc1cc(C2C(C(C)=O)=C(O)C(=O)N2CCN2CCOCC2)ccc1O (stereo not given)	-4.7	0.5	1.8	-1.2	10.3	-1.4	116.4	0.0	1.0
COc1ccccc1C(=O)NCc1ccncc1	8.2	-2.9	5.1	1.0	6.8	-3.9	88.6	-0.2	1.0
